LYP phosphatase: inhibitors of LYP phosphatase, biochemical, fluorescence intensity, uHTS (AID 1779); 290,000 compounds, 0.054% hits; Tyrosine-protein phosphatase non-receptor type 22 (Homo sapiens); recombinant LYP phosphatase, fluorescence intensity; higher % means a stronger effect; inhibition, % at 11.5 µM; hits with a dose series show IC50 in µM; in the data active means inhibition above about 50%;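 further: plate controls were vehicle with enzyme for no effect and no enzyme for full effect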
HIV fusion peptide: inhibitors of HIV fusion peptide binding, primary screen, biochemical, uHTS, fluorescence dequenching (AID 1986); cell-free peptide binding, fluorescence dequenching, 30 min; higher % means a stronger effect; inhibition, % at 20 µM, or IC50 in µM where a hit was titrated; 290,000 compounds, 0.3% hits; in the data active means inhibition mostly above about 52%, no sharp cut-off; inactive means mostly below about 76%; further: some results filed as inactive read as strong as hits
Siah-1 displacement: Siah-1 peptide-binding antagonists, primary screen, biochemical, fluorescence polarization, rhodamine-plectin, uHTS (AID 1817); Siah-1 / rhodamine-plectin peptide fluorescence polarization; higher % means a stronger effect; E3 ubiquitin-protein ligase SIAH1 (Homo sapiens); displacement, % at 20 µM; hits with a dose series show IC50 in µM; 290,000 compounds, 0.02% hits;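 active means displacement of at least 50% at 20 µM, with a fluorescence ratio check between 0.3 and a set limit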;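 further: plate controls were Siah plus tracer with DMSO for no effect and tracer alone without Siah for full effect; strong numbers were not always called active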
Dengue-2 NS5 capping: Dengue-2 NS5 methyltransferase inhibitors, primary screen, biochemical, confirmation dose response (AID 588689); Genome polyprotein (Dengue virus type 2 (strain 16681-PDK53)); Dengue-2 NS5 methyltransferase capping enzyme assay, biochemical; higher % means a stronger effect; 340,000 compounds, 0.3% hits; inhibition, % at 25 µM; hits with a dose series show IC50 in µM; in the data active means a potency from the dose series; inconclusive means inhibition above about 29% without an active follow-up result
XIAP antagonists: XIAP antagonists, biochemical, IAP family, fluorescence polarization (AID 1018); E3 ubiquitin-protein ligase XIAP (Homo sapiens); XIAP BIR domain, fluorescence polarization peptide displacement; higher % means a stronger effect; displacement, % at 20 µM, or IC50 in µM where a hit was titrated; 200,000 compounds, 0.007% hits; in the data active means displacement above about 50%; further: a part of the inactive calls stands beside numbers as strong as those of hits
AID2073: inhibitors of Mint1-CaV2.2 protein interaction, biochemical, HTRF (AID 2073). 290,000 compounds, 0.19% hits. HTRF protein-protein interaction, Mint1-CaV2.2; higher % means a stronger effect. Voltage-dependent N-type calcium channel subunit alpha-1B (Homo sapiens). inhibition, % at 20 µM, or IC50 in µM where a hit was titrated; in the data active means inhibition mostly above about 51%, no sharp cut-off; inconclusive means no clear call, values can overlap the other calls; inactive means mostly below about 53%; further: some results filed as inactive read as strong as hits
RSV antiviral HEp-2: RSV antiviral activity via CPE protection, HEp-2 cells, primary 10 µM value included (AID 2391); HEp-2 cells, RSV-induced CPE inhibition; higher % means a stronger effect; CPE inhibition, % at 10 µM, or IC50 in µM where a hit was titrated; 310,000 compounds, 0.13% hits; in the data active means a potency from the dose series; inconclusive means CPE inhibition mostly from about 23% at the one dose, without a potency; inactive means the rest, 99 in 100 with CPE inhibition below about 21%; further: strong numbers were not always called active
MgcRacGAP inhibition: MgcRacGAP GTPase-activating activity inhibitors, confirmation, biochemical, ADP Hunter fluorescence; AID 624330, 2012; one-dose inhibition, % at 30 µM; IC50 in µM for titrated hits; 340,000 compounds, 0.6% hits; Rac GTPase-activating protein 1 (Homo sapiens); MgcRacGAP-stimulated Rac1 GTP hydrolysis, ADP Hunter fluorescence; higher % means a stronger effect; GST-tagged Rac1 F28L mutant substrate;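 active means first-screen hits whose inhibition reached a set limit at any dose in the follow-up dose series; inconclusive means inhibition above the set first-screen limit but never retested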;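 further: fluorescence reports GDP produced by GAP-driven GTP hydrolysis; strong numbers were not always called active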
Large T inhibition: SV40 large T antigen inhibitors, biochemical (AID 1903). SV40 large T antigen ATPase/helicase inhibition assay; higher % means a stronger effect. inhibition, % at 20 µM, or IC50 in µM where a hit was titrated. 310,000 compounds, 0.39% hits; in the data active means a potency from the dose series; inconclusive means inhibition mostly from about 32% at the one dose, without a potency; inactive means the rest, 99 in 100 with inhibition below about 32%; further: strong numbers were not always called active
Dengue-2 NS5 capping pilot replicate: further read-out of Dengue-2 NS5 capping, marked with its call; inhibition, %; measured here: pilot screen replicate inhibition
The depositor's hits bear a star; u = inconclusive; x = not tested or not shown.

SMILES | LYP phosphatase | HIV fusion peptide | Siah-1 displacement | Dengue-2 NS5 capping | XIAP antagonists | AID2073 | RSV antiviral HEp-2 | MgcRacGAP inhibition | Large T inhibition | others
CCOC(=O)C(Sc1cc(C)nc(N)n1)C(C)=O (configuration not stated) | -5% | 0.6% | -5% | 3% | -5.8% | -12% | 2.2% | 1% | 7%
CC1=C(C(N)=O)C(c2ccc(Cl)cc2)NC(=O)N1 (configuration not stated) | x | x | x | -4% | x | x | -1.1% | 7% | 4% | Dengue-2 NS5 capping pilot replicate=-1.5
CC(=O)COc1ccc2c(c1C)O/C(=C\c1ccco1)C2=O | 0% | 18% | -4% | -5% | x | -4% | 0.4% | 15% | 35%
Cc1c(NS(=O)(=O)c2ccc3c(c2)n(C)c(=O)n3C)c(=O)n(-c2ccccc2)n1C | -8% | 0.4% | -2% | -2% | -4.3% | 4% | 1.7% | 8% | 6%
CC(C)C(NC(=O)OCc1ccccc1)C(=O)NC(Cc1ccc(O)cc1)C(=O)O (configuration not stated) | -6% | 0.4% | 3% | -12% | x | 2% | 4.4% | 8% | 22%
O=[N+]([O-])c1cccc(-c2ccc(SCc3cccnc3)nn2)c1 | -3% | -1.9% | 13% | -7% | -2.3% | 6% | 18% | -4% | 8%
CCN(CC)c1ccc2c(c1)CCCN2 | -7% | 20% | 97% | x | 2.0% | 7% | 1.5% | x | 25%
O=C(NNC(=O)c1ccc(S(=O)(=O)N2CCCCC2)cc1)c1ccccc1 | -8% | -1.6% | -2% | -10% | x | 3% | 0.7% | 6% | 3%
CC(C)NC(=O)[C@@H]1CSC2c3ccccc3C(=O)N21 (some centres not stated) | -12% | 0.8% | 2% | 2% | x | -2% | 1.5% | 8% | -8%
O=C1CC(c2ccccc2)CC(O)=C1C=NCCc1ccccc1 (configuration not stated) | -9% | 2.5% | 8% | -5% | -3.9% | 5% | 0.2% | 3% | 3%
Cc1cccc(NC(=O)c2cc3ccccc3oc2=O)c1 | -9% | 0.9% | 11% | 0% | x | 7% | 0.7% | 15% | 8%
CCc1cccc(OCC(=O)Nc2ccccc2N2CCCC2)c1 | x | x | x | 4% | x | x | u | 2% | 9%

Two records picked at random from those above:
SMILES | LYP phosphatase | HIV fusion peptide | Siah-1 displacement | Dengue-2 NS5 capping | XIAP antagonists | AID2073 | RSV antiviral HEp-2 | MgcRacGAP inhibition | Large T inhibition | others
CCN(CC)c1ccc2c(c1)CCCN2 | -7% | 20% | 97% | x | 2.0% | 7% | 1.5% | x | 25%
O=C(NNC(=O)c1ccc(S(=O)(=O)N2CCCCC2)cc1)c1ccccc1 | -8% | -1.6% | -2% | -10% | x | 3% | 0.7% | 6% | 3%

The results go on.
SMILES | LYP phosphatase | HIV fusion peptide | Siah-1 displacement | Dengue-2 NS5 capping | XIAP antagonists | AID2073 | RSV antiviral HEp-2 | MgcRacGAP inhibition | Large T inhibition | others
CC1OC(Oc2c(-c3cc(O)c(O)c(O)c3)oc3cc(O)cc(O)c3c2=O)C(O)C(O)C1O (configuration not stated) | 1% | 11% | -2% | -1% | x | -45% | x | -87% | 20%
Cc1c(OCC(=O)Nc2cccnc2)ccc2c3c(c(=O)oc12)CCC3 | -1% | -0.9% | 0% | 5% | x | 5% | 13% | 10% | 8%
O=C(NCCN1CCCC1)c1ccc2c(=O)n(CCc3ccccc3)c(=O)[nH]c2c1 | -10% | -2.2% | -6% | -2% | -6.6% | u | -1.9% | 7% | 7%
O=S(=O)(c1ccc(S(=O)(=O)N2CCN(C/C=C/c3ccccc3)CC2)cc1)N1CCCC1 | 0% | 0.7% | 1% | -2% | -3.3% | -11% | 1.6% | 9% | -5%
COc1ccc(OC)c(/C=C/C(=O)N2CCCc3ccccc32)c1 | -3% | 0.1% | 3% | -9% | -1.6% | -3% | 12% | 10% | 20%
COc1ccccc1C(=O)NC(=O)COC(=O)CN1C(=O)NC2(CCCCC2C)C1=O (configuration not stated) | x | x | x | 4% | x | x | -0.1% | 7% | 14%
COc1cc(NC(=S)N2CCN(C)CC2)cc(OC)c1 | -6% | -0.7% | -3% | 1% | x | -18% | -1.1% | 16% | -5% | Dengue-2 NS5 capping pilot replicate=1.5
COc1ccc(-n2c(C)nc3cc(C(=O)N4CCOCC4)ccc32)cc1 | 1% | -2.7% | -3% | 4% | -2.3% | 44% | 1.8% | 9% | 3%
CCNC(=S)NS(=O)(=O)c1ccc(Cl)cc1 | -1% | 1.7% | 4% | -4% | 3.0% | -13% | 1.1% | 9% | 4%
Cc1ccc(CC(=O)NCc2ccc(Cl)cc2)cc1 | -5% | 1.2% | 1% | -9% | -6.8% | 2% | -0.4% | -1% | 10%
CCOC(=O)C1CCN(S(=O)(=O)c2ccc(-n3cnnn3)c(C)c2)CC1 | -2% | 18% | -3% | 0% | -5.6% | 22% | 2.4% | 1% | -7%
O=C(O)CCCC(=O)N1CCCC1 | -3% | 1.1% | 2% | 1% | -5.0% | -10% | -0.5% | 2% | 6%
Cc1ccc(CNC(=O)Cc2nc3nc(C)cc(C)n3n2)cc1 | -7% | -0.4% | 2% | 4% | -4.4% | -2% | 0.9% | -11% | 26%
O=C(Cc1ccsc1)Nc1ccccc1F | -15% | 1.3% | -3% | -4% | x | -2% | 0.4% | 1% | 10%
CN(C)C(CNC(=O)c1ccc2c(=O)n(-c3ccccc3F)c(=S)[nH]c2c1)Cc1ccccc1 (configuration not stated) | -4% | -2.2% | -4% | -10% | -13% | -5% | -0.2% | 6% | -2%
COc1ccc(C)cc1C(=O)CCC(=O)NCCc1ccc(S(N)(=O)=O)cc1 | -1% | 1.1% | 2% | -1% | x | 11% | 3.1% | 6% | 10%
COc1cccc(OC)c1C(=O)Nc1ccc(CN2CCOCC2)cc1 | -1% | 0.5% | 1% | -2% | -12% | 0% | -1.6% | 6% | 10%
COc1cccc(C(=O)OCCN2CCCCC2)c1 | -2% | -3.2% | -12% | -3% | -1.2% | 8% | 1.4% | 5% | 2%
O=C(O)/C=C/C(=O)Nc1ccc(OC(F)(F)F)cc1Br | -13% | -0.5% | -9% | -2% | x | -5% | x | 12% | 3%
CN(C)c1cc[n+](CC(=O)N2c3ccccc3Sc3ccccc32)cc1 | -5% | 0.7% | 16% | 5% | -1.4% | -16% | 2.2% | 14% | 7%
CCNC(=O)C(CCSC)NS(=O)(=O)c1ccc(C)cc1 (configuration not stated) | -6% | -1.3% | 2% | -10% | x | 12% | 0.0% | 8% | 7%
CCCOC(=S)N/C(=N\S(=O)(=O)c1ccccc1)c1ccccc1 | -2% | -0.9% | 4% | -7% | -6.3% | -3% | -1.8% | -4% | 1%
CCC(C)NC(=O)C1CCN(S(=O)(=O)c2ccc3nc4c(c(C(=O)O)c3c2)CCCCC4)CC1 (configuration not stated) | -9% | -1.3% | 3% | 6% | x | 8% | -1.6% | -34% | x
O=C(COC(=O)c1ccccc1C(=O)N1CCN(c2ccccc2)CC1)NCc1ccccc1 | -6% | 6.9% | 4% | 13% | -2.5% | 12% | -0.2% | 1% | 3%
O=C(NCc1cccs1)C1CCN(c2nccs2)CC1 | -7% | -3.7% | 5% | -2% | -0.2% | -25% | 0.5% | 7% | 2%
COc1cccc(/C=C/C(=O)N2CC(C)OC(C)C2)c1OC (configuration not stated) | -5% | -0.7% | -1% | -11% | x | 11% | 0.8% | 5% | 5%
CC1=C(C(=O)Nc2ccccc2F)C(c2ccsc2)C2=C(CC(C)(C)CC2=O)N1 (configuration not stated) | 1% | -2.0% | 3% | 1% | -5.2% | 18% | -1.3% | 9% | 17%
CC(=O)c1cc2c(C)c(C(=O)c3ccccc3)oc2cc1O | 0% | -2.5% | 1% | -9% | 0.7% | 21% | 5.4% | 5% | 3%
CCCCOc1ccc(C(=O)NCC(=O)NCc2ccccn2)cc1 | x | x | x | -12% | x | x | -1.2% | -1% | 5%
Cc1ccc(NC(=O)c2cnc3ccccc3n2)cc1C | -4% | -1.0% | 1% | 14% | x | -11% | x | -5% | 10%
Cc1cnc(CNC(=O)CC2C(=O)NCCN2Cc2ccccc2F)cn1 (configuration not stated) | -8% | 6.3% | 0% | 8% | x | 3% | 1.1% | 10% | 9%
COC(=O)Cn1c(=NC(=O)CSC(C)=O)sc2ccccc21 | 2% | -0.4% | 0% | 0% | -2.6% | 41% | 2.3% | 2% | 11%
Cc1cc(N(CC(=O)NC(C)C)S(C)(=O)=O)ccc1Br | -8% | 0.3% | -3% | 0% | -7.4% | 10% | 0.1% | 2% | 19%
FC(F)(F)c1cccc(-c2nnc3ccc(C(F)(F)F)cn23)c1 | -7% | -1.6% | -6% | 6% | -6.2% | 2% | 11% | 10% | 3%
O=C(O)c1ccc2c(=O)n(-c3ccccc3)c(=S)[nH]c2c1 | -4% | -2.8% | 1% | 3% | x | -2% | -1.1% | 10% | 10%
Nc1nc(CCl)nc(Nc2ccc3ccccc3c2)n1 | -5% | -1.5% | -5% | -30% | x | 6% | x | 11% | x
O=c1nc(SCc2ccc(Cl)cc2)nc(-c2ccccc2)[nH]1 | 2% | 31% | 13% | 6% | x | 10% | 12% | 15% | 7%
CCOC(=O)C1CCCN(C(=O)C2CCN(S(=O)(=O)c3cnc[nH]3)CC2)C1 (configuration not stated) | -2% | 1.4% | 3% | -6% | -2.8% | -6% | 0.4% | 4% | 2%
O=C(NCc1ccc2c(c1)OCO2)c1c(O)c2cccc3c2n(c1=O)CCC3 | -7% | 3.8% | 1% | -14% | -3.9% | 8% | 5.3% | -6% | -4%
COc1ccc(NC(=O)CSc2nnc3ccc(-c4cccnc4)nn23)c(OC)c1 | x | x | x | -7% | x | x | -2.3% | -3% | 5%
COc1cc(C2/C(=C(\O)c3ccc4c(c3)CC(C)O4)C(=O)C(=O)N2Cc2ccco2)ccc1O (configuration not stated) | 2% | 6.1% | -4% | -1% | -1.9% | 2% | 4.5% | 6% | 6%
COc1cccc(C(=O)CC(=O)C(=O)Nc2cc(OC)ccc2OC)c1 | 0% | 4.5% | 3% | 5% | x | 21% | -0.3% | 8% | 23%
Cc1cc2cc(CNC(=O)Cc3cccs3)ccc2n1C | 0% | 1.5% | 3% | 14% | x | 13% | -0.6% | 4% | 5%
COc1cccc(Nc2nc3cc(OC)ccc3cc2C#N)c1 | -5% | -1.6% | -2% | 4% | -4.1% | 26% | -2.0% | -5% | 6%
O=C(O)CN=C1NC2(CCCC2)Cc2ccccc21 | -8% | 0.7% | 2% | -11% | -1.2% | -11% | 2.6% | -1% | -1%
